Screening results deposited in PubChem by several laboratories.
ABCB6 inh MLPCN = ABCB6 transporter inhibitors, primary screen, K562-ABCB6 cells, flow cytometry, MLPCN library; ATP-binding cassette sub-family B member 6 (Homo sapiens), Q9NP58; K562-ABCB6 porphyrin accumulation, 1 h; active compounds read low; fluorescence ratio to DMSO, % at 10 µM; hit rate 0.19% among 360,000; AID 602162, 2011;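 active = fluorescence ratio to DMSO below 75%, the collection mean minus 3 SD; inconclusive = too few cells collected in the well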;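 note: signal is porphyrin accumulated inside mitochondria; 100% equals median channel fluorescence of DMSO control wells; lower ratio means ABCB6 inhibition with less porphyrin fluorescence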
CaV13 ICDI inh = Primary screen for inhibitors of IQ motif and Ca2+-dependent inactivation inhibitor domain binding in CACNA1D, Förster resonance energy transfer in living cells, …. HEK cells, CFP/YFP FRET ICDI-IQ, plate reader, 10 min; percent FRET-ratio fall versus neutral wells. inhibition, % at 12.3 µM. hit rate 0.098% among 340,000;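 active = mean replicate inhibition of at least 30% and at least 1% of replicates passing that level; inconclusive = only one of the two criteria is met; inactive = neither criterion is met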;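 note: 0% = median of the neutral control wells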
Cardio protect = cardioprotection against H2O2-induced cell death, primary screen, uHTS, H9c2 cells, ATPLite luminescence | AID 588492, 2011 | hit rate 0.63% among 360,000 | H9c2 cardiomyocytes, H2O2 injury protection, 2 h | protection from H2O2 cell death, % at 20 µM;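 active = compounds giving at least 50% protection of heart cells from peroxide-induced death in the single-dose screen, raw or plate-pattern-corrected value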;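 note: 0% = DMSO wells with peroxide and 100% = DMSO wells without peroxide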
N-glyco inh = increase of ERlucT glycosylation luciferase signal, primary screen, N-linked glycosylation inhibitor project, D54 ERlucT cells, luminescence, set 2; D54 ERlucT glycosylation luciferase reporter, 24 h; percent of 100 nM tunicamycin response; reporter increase, % at 12.5 µM; hit rate 0.23% among 360,000; AID 588692, 2011;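 active = mean luciferase reporter signal, scaled so untreated is 0 and the glycosylation-blocking control 100, at or above a set limit in every replicate; inconclusive = mean reaches the limit but not every replicate does; inactive = mean below the limit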;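 note: luciferase carries N-glycosylation sites so blocking glycosylation raises the light; 0% = median of neutral control wells and 100% = median of 100 nM tunicamycin wells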
HTR2A ag = mouse Htr2a agonists via beta-arrestin recruitment, primary screen, cell-based, luminescence. 5-hydroxytryptamine receptor 2A (Mus musculus), P35363. CHO-K1 mHTR2A beta-arrestin complementation; percent of 30 µM serotonin response. activation, % at 7.6 µM. hit rate 0.66% among 360,000. AID 624169, 2012;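 active = activation above a run cutoff, the mean activation of all tested compounds plus 3 SD, cut at about 14% in these data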;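 note: 0% = plate median of compound wells and 100% = 30 µM serotonin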
Target sequence (P35363 whole entry, looked up): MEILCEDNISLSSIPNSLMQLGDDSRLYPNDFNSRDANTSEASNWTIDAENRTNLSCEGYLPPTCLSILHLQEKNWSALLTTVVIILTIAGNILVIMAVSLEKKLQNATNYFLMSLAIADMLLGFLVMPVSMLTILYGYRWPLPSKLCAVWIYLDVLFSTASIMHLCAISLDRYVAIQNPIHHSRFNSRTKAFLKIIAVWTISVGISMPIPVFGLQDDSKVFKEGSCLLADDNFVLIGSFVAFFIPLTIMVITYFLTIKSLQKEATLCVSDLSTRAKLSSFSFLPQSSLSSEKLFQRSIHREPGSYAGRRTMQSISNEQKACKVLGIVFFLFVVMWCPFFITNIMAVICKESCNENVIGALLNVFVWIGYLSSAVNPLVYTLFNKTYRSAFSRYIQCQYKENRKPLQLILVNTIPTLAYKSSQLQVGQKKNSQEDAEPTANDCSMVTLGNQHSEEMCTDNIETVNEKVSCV
aDG glyco act = activators of alpha-DG glycosylation, primary screen, uHTS, Pro5-aDG cells, AlphaScreen | alpha-DG glycosylation AlphaScreen (IIH6); 0% Pro5, 100% B10-LARGE cell signal | activation, % at 10 µM | hit rate 0.22% among 360,000;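 active = activation of at least 8% versus controls, or a plate z-score of at least 8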;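 note: Pro5 are CHO cells carrying HIG-tagged alpha-DG that lacks glycosylation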
iPSC survival up = enhancers of single-cell hiPSC survival, primary screen, ATPlite luminescence; hit rate 0.044% among 360,000; AID 602274, 2012; survival enhancement, % at 20 µM; 100% = ROCK inhibitor wells, 0% = DMSO; in the data active = survival enhancement above about 18%;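 note: cells exposed to compounds for 16 hours before the ATP read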
Granule exo inh = LAMP-1 surface exposure blockers, TALL-104 cells – cell-based, flow cytometry, MLPCN library, primary screen; TALL-104 LAMP-1 surface exposure; cells stimulated with thapsigargin and PMA; hit rate 0.66% among 360,000; AID 651702, 2012; inhibition, % at 10 µM;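 active = inhibition above about 55%, limit read from the data; inconclusive = no clear call, values can overlap the other calls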
Vif inh = HIV Vif self-association inhibitors, primary screen, imaging, HEK293T, single point; HEK293T cells, Vif self-association by quenched fluorescence, 24 h; inhibition, % at 7.49 µM; hit rate 0.35% among 340,000; AID 602346, 2012; in the data active = inhibition above about 50%, passing the limit was not always enough; inconclusive = no clear call, values can overlap the other calls; inactive = below about 31%; note: some results filed as inactive read as strong as hits
PDI inh = inhibitors of human PDI, primary screen, biochemical, turbidity, single point, plate reader | AID 588391, 2011 | inhibition, % at 10 µM | Protein disulfide-isomerase (Homo sapiens), P07237 | PDI insulin aggregation turbidity, A650, 90 min | hit rate 0.052% among 350,000;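 active = mean inhibition across replicates of 30% or more, whatever share of single replicates reach that level; inconclusive = mean inhibition below 30% while every single replicate reaches 30%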;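 note: absorbance from insulin aggregation driven by PDI reduction with DTT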
Target sequence (P07237 whole entry, looked up): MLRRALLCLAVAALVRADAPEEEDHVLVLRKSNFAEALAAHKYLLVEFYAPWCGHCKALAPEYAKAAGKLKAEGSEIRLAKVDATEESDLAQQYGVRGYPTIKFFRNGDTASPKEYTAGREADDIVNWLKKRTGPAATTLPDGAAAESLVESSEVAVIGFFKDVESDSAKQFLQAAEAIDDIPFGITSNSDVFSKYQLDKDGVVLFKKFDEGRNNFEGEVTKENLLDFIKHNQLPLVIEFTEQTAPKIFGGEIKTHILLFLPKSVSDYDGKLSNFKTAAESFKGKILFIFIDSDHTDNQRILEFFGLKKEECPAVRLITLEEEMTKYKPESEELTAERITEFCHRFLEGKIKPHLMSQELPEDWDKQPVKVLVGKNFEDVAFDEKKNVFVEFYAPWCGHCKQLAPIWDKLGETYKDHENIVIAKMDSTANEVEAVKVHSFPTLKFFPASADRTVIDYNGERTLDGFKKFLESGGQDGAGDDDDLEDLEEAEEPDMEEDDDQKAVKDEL
Starred values were filed as active, the others as inactive; ? = inconclusive; / = no result given. This is a random part of the collection; any-hit rate near 3.1%.

Sequence of screens – ABCB6 inh MLPCN, CaV13 ICDI inh, Cardio protect, N-glyco inh, HTR2A ag, aDG glyco act, iPSC survival up, Granule exo inh, Vif inh, PDI inh
- CC1CCCC(NC(=O)COC(=O)c2c[nH]c(=O)[nH]c2=O)C1C (configuration not stated)
→ 97, /, -1, 1, 0, 0.4, 0.9, 1, -10, 1
- CCO[C@H]1OC(C(=O)NCc2ccccc2)=C[C@@H](c2ccc(Br)cc2)[C@@H]1CCCO
→ 99, -7, 4, -2, 5, 0.3, 1.7, -4, -8, -3
- O=S(=O)(Nc1ccc(-c2ccc3nncn3n2)cc1)c1cccs1
→ 97, -2, 6, -2, 8, -0.1, 0.5, 3, 9, 16
- NC(=O)CSc1oc(-c2ccco2)nc1S(=O)(=O)c1ccc(Br)cc1
→ 105, /, -2, -2, 1, 0.0, -0.1, -2, 27, 15
- O=C(NCCN1C(=O)S/C(=C\c2ccc(OC(F)F)cc2)C1=O)[C@@H]1CCCN1C(=O)c1cccs1
→ 94, -3, 3, 0, 2, 0.1, -0.1, -2, 6, 1
- COc1ccc(CNC(=O)CN(C(=O)c2csnn2)c2ccc(F)cc2)cc1
→ 97, -5, -3, 2, -2, 0.2, -0.5, -3, -9, 5
- Cc1ccc(S(=O)(=O)NCc2ccncc2)cc1C
→ 92, -1, -23, 0, 1, 4.1, -0.8, -1, -43, 1
- Cc1nc2c(-c3ccc(F)cc3)c(C)nn2c(C)c1CCC(=O)NC(C)CCc1ccco1 (configuration not stated)
→ 91, -6, 32, -2, -2, 0.2, -0.6, 0, /, 14
- COc1ccc([C@H]2CC(=O)C=C(c3ccc4c(c3)OCCO4)C2)cc1
→ 97, -5, -6, 4, -1, -0.4, 0.2, -6, 1, -4
- COCC(=O)N(Cc1cc2ccc(C)cc2[nH]c1=O)c1cccc(C)c1
→ 96, -11, -2, 1, 0, 0.1, 0.0, -1, -1, 3
- CC1CCCN(S(=O)(=O)c2ccc(C(=O)Nc3nnc(C4CC4)o3)cc2)C1 (configuration not stated)
→ 99, /, 10, 3, -3, 1.1, 0.0, 0, -4, 6
- N#CC1(NC(=O)COC(=O)CNC(=O)c2sc3ccccc3c2Cl)CCCCC1
→ 88, -6, -3, 0, 0, 0.0, -0.4, 0, -12, -9
- O=C(O)c1sccc1S(=O)(=O)c1ccccc1
→ 103, /, 13, 0, 8, -0.2, 8.6, -2, 5, 3
- CCOC(=O)N1CCC(NS(=O)(=O)c2ccccc2)CC1
→ 88, -5, 5, 0, -2, 0.0, -0.6, 0, -9, 3
- COc1ccc(-c2noc(CCCC(=O)NC3CCCC3)n2)cc1OC
→ 103, -15, -2, 1, 6, -0.3, -0.4, 1, 1, -4
- O=C(C1CCC(Cn2c(=S)[nH]c3ccccc3c2=O)CC1)N1CCN(c2ccccn2)CC1 (configuration not stated)
→ 94, -19, -6, -7, 3, 0.5, 0.2, 1, -4, 5
- NS(=O)(=O)c1ccc(CCNC(=O)c2cc3ccccc3s2)cc1
→ 103, -4, -6, -4, -13, 0.2, 0.3, -1, 15, 14
- Cc1noc(C)c1COc1cccc(C(=O)Nc2ccc(Br)cc2F)c1
→ 93, -6, -15, 8, -7, 0.4, 0.6, 7, 2, 25
- CCOC(=O)C(=N/O)/C(C)=N/NC(C)=O
→ 101, 6, 2, 0, -5, 0.0, 0.5, -1, 3, 11
- COc1ccc(CN2CCCCC2C(=O)Nc2ccc(OC)c(OC)c2)cc1OC (configuration not stated)
→ 104, -7, -2, 1, 0, -0.1, -0.5, -4, 7, -2
- Cc1ccc(CNC(=O)C2CCCN(S(C)(=O)=O)C2)cc1 (configuration not stated)
→ 101, /, -1, 1, 9, -0.2, 1.3, -5, -8, -5
- CCN(CC)c1ccc(NC(=O)CSC(=O)c2ccccc2)cc1
→ 90, -2, -4, 8, -2, 0.0, -2.2, -2, -6, 23
- Cc1ccc(NC(=O)N2CCC(c3nc4c(nnn4Cc4cccc(Cl)c4)c(=O)[nH]3)CC2)cc1
→ 94, -6, -1, 6, 5, 0.1, 0.2, 2, /, 15
- CCOC(=O)Cc1csc(NC(=O)c2cccc(N3C(=O)CCC3=O)c2)n1
→ 100, /, 0, 2, 7, 0.1, -2.8, -3, 10, 7
- COCCn1c(=S)[nH]c2cc(C(=O)N3CC(C)CC(C)C3)ccc2c1=O (configuration not stated)
→ 96, -4, -6, -3, /, 0.4, -0.2, 1, -7, -12
- c1ccc(CSc2ncccn2)cc1
→ 93, /, -4, 0, -4, 0.1, -2.3, -6, 2, -4
- COc1ccc(C(C)=O)cc1COC(=O)c1ccc2c(c1)OCO2
→ 97, -8, 3, 0, -3, 1.0, 0.0, -1, -1, 4
- CCn1ncc(C(=O)Nc2cc(C)on2)c1C
→ 93, -7, 5, 0, -1, -0.1, 4.9, 0, -2, -1
- N=c1c2c(n(Cc3ccc([N+](=O)[O-])cc3)c3c1CCC3)CCCC2
→ 96, -6, 23, -3, 1, -0.2, 0.2, 0, -2, -1
- O=C(NCCCO)/C(=C\c1cn(-c2ccccc2)nc1-c1cccnc1)NC(=O)c1ccccc1
→ 102, -18, 21, 0, 7, 0.3, -2.2, -2, -2, 5
- CC1CCCCC1NC(=O)CCC(=O)N1CCOc2ccc(Cl)cc21 (configuration not stated)
→ 100, -3, 4, -1, 4, 0.0, -0.2, -3, -3, 5
- CC(=O)NC(=S)NNC(=O)C(c1ccccc1)c1ccccc1
→ 104, -6, 41, 1, 4, 0.5, 1.2, 0, 17, 7
- CC12C=CC3(O1)C(C(=O)N(c1ccccc1)C3C(=O)NC1CCCC1)C2C(N)=O (configuration not stated)
→ 99, -3, -8, 1, 0, 0.0, -0.8, 2, 0, 11
- Cc1nnc2c(NC(C)C)nc3ccccc3n12
→ 97, -5, 16, ?, -2, -0.2, -0.7, -2, 15, 6
- CCOC(=O)c1c(C)c(C(=O)NCCc2ccccc2)c(C)n1C
→ 100, -4, 7, 0, 3, -0.4, 0.8, 2, 1, -2
- O=C(COn1nnc2ccc(Cl)cc21)Nc1ccc(F)cc1
→ 98, 3, -7, -1, -5, -0.3, -0.2, -3, 10, -3
- O=C(CSc1nncn1-c1ccccc1)Nc1ccccc1F
→ 96, -3, -3, -1, 1, 0.1, 2.3, -6, 13, -10
- O=C(c1cn(Cc2ccccc2)nc1-c1cccnc1)N1CCc2ccccc2C1
→ 100, -8, 12, 3, -3, 0.1, -0.5, 4, -5, 11
- CCOc1cccc(-c2nc3cc(C)ccc3o2)c1
→ 100, -2, -22, -1, 5, -0.3, 0.4, 5, 24, -8
- O=C(/C=C/c1cccc(Cl)c1)NCc1ccncc1
→ 103, -15, 3, -2, 2, 0.1, 2.6, 1, 4, 11
- Cc1cccc(NC(=O)CN2C(=O)S/C(=C\c3cc(C)n(C)c3C)C2=O)c1
→ 98, -4, 0, -1, 3, -0.1, -2.7, -9, -3, 4
- COc1ccc(NC(=O)Nc2ccc(Br)c(C)c2)cc1
→ 101, 3, -7, 0, -6, 0.4, 1.7, -3, -1, -3
- CCOc1ccc(OCCC(=O)OCC(=O)N2CCN(c3ccc(OC)cc3)CC2)cc1
→ 100, -4, 0, -2, 9, -0.1, 0.0, 5, 1, 0
- Cc1ccccc1NC(=O)c1ccc(S(=O)(=O)C(F)F)cc1
→ 99, -3, -4, 0, -4, 0.0, -1.5, -4, -13, 1
- [O-]/C(=C(\C(=S)Nc1ccc(Cl)cc1)[n+]1ccccc1)c1ccc(OC(F)F)cc1
→ 101, -19, -12, -1, -2, -0.2, 3.0, -5, -4, 4
- CCN(CC)S(=O)(=O)c1ccc(O)c(C(=O)OCC(=O)N2c3ccccc3CC2C)c1 (configuration not stated)
→ 100, -5, -4, 0, -3, -0.1, -0.4, -8, -1, 1
- O=C(NS(=O)(=O)c1ccccc1[N+](=O)[O-])c1ccccc1
→ 90, /, 4, 2, 9, -0.2, -0.4, 2, -6, -2
- O=C1N(CCCl)c2ccc(Br)cc2C12OCCO2
→ 97, -5, -3, 1, 0, -0.2, 1.0, 4, -2, -3
- N#Cc1c(SC(C(=O)O)c2ccccc2)nc2c(c1-c1cccs1)CCCC2 (configuration not stated)
→ 97, -5, 0, -2, 0, 0.0, 0.2, 5, 2, -1
- CC(C)CCN(C(=O)Cc1ccc(Cl)c(Cl)c1)c1c(N)n(Cc2ccccc2)c(=O)[nH]c1=O
→ 100, 0, 5, 22, 11, 0.1, -1.0, -1, -3, -6
- CCCN(C(=O)COC(=O)COc1c(C)cccc1C)c1c(N)n(Cc2ccccc2)c(=O)[nH]c1=O
→ 96, -5, 0, 0, -3, 0.0, 0.1, -1, -1, -5
- Cc1ccc(-c2nnc(SCC(=O)Nc3ccccc3F)o2)cc1
→ 101, -2, -20, -21, 2, -0.2, -7.1, 5, -1, /
- Cc1c(CC(=O)NCC(=O)N[C@H](Cc2ccccc2)C(=O)O)c(=O)oc2cc(O)ccc12
→ 102, /, -3, 1, 1, 0.1, 0.4, -5, ?, /
- O=C(CN1CCCC1)NC12CC3CC(CC(C3)C1)C2
→ 101, -5, 5, -3, -1, -0.2, 1.7, -2, 6, 5
- CC1(C)CC(=O)C=C(CN2C(=O)c3ccccc3C2=O)C1=O
→ 103, -4, 7, 1, 0, -0.1, 0.3, 1, 0, -10

Sorted by length of the SMILES (lowest first): some entries from above.
Sequence of screens – ABCB6 inh MLPCN, CaV13 ICDI inh, Cardio protect, N-glyco inh, HTR2A ag, aDG glyco act, iPSC survival up, Granule exo inh, Vif inh, PDI inh
- O=C1N(CCCl)c2ccc(Br)cc2C12OCCO2
→ 97, -5, -3, 1, 0, -0.2, 1.0, 4, -2, -3
- O=C(CN1CCCC1)NC12CC3CC(CC(C3)C1)C2
→ 101, -5, 5, -3, -1, -0.2, 1.7, -2, 6, 5
- N#Cc1c(SC(C(=O)O)c2ccccc2)nc2c(c1-c1cccs1)CCCC2 (configuration not stated)
→ 97, -5, 0, -2, 0, 0.0, 0.2, 5, 2, -1
- CCOc1ccc(OCCC(=O)OCC(=O)N2CCN(c3ccc(OC)cc3)CC2)cc1
→ 100, -4, 0, -2, 9, -0.1, 0.0, 5, 1, 0
- CCN(CC)S(=O)(=O)c1ccc(O)c(C(=O)OCC(=O)N2c3ccccc3CC2C)c1 (configuration not stated)
→ 100, -5, -4, 0, -3, -0.1, -0.4, -8, -1, 1
- Cc1c(CC(=O)NCC(=O)N[C@H](Cc2ccccc2)C(=O)O)c(=O)oc2cc(O)ccc12
→ 102, /, -3, 1, 1, 0.1, 0.4, -5, ?, /
- CCCN(C(=O)COC(=O)COc1c(C)cccc1C)c1c(N)n(Cc2ccccc2)c(=O)[nH]c1=O
→ 96, -5, 0, 0, -3, 0.0, 0.1, -1, -1, -5
